Bim-Bcl-B = inhibitors of Bim-Bcl-B binding, primary screen, biochemical, multiplexed, human Bcl-2 family; AID 951, 2007; Bcl-2-like protein 10 (Homo sapiens), Q9HD36; bead-based flow cytometry, Bim peptide-Bcl-B binding; 0.073% of 190,000 active; inhibition, % at 10 µM;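 further: 0% = tracer peptide without compound and 100% = reference inhibitor peptide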
Target sequence (Q9HD36 whole entry, looked up): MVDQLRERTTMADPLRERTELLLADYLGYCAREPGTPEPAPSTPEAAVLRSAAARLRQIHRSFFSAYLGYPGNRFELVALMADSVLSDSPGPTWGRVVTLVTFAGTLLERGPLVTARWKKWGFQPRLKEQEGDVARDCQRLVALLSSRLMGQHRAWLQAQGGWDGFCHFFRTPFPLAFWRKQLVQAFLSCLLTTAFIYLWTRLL
Bim-Bcl-W = inhibitors of Bim binding to Bcl-W, primary screen, biochemical, multiplexed, bead-based flow cytometry; AID 952, 2007; inhibition, % at 10 µM; Bcl-2-like protein 2 (Homo sapiens), Q92843; 0.02% of 190,000 active; Bim peptide-Bcl-W binding;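 further: 0% = bound tracer without compound and 100% = peptide blocker; higher means less fluorescent Bim peptide bound to Bcl-W beads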
Target sequence (Q92843 whole entry, looked up): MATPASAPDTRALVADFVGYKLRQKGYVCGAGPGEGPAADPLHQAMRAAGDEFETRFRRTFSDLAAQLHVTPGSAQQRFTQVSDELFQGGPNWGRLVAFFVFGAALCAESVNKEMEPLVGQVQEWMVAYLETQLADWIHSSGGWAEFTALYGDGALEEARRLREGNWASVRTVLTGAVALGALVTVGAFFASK
ABCB1 block = ABCB1 efflux pump inhibitors, primary screen, cell-based, multiplex, flow cytometry, ABCG2 counter-screen. ATP-dependent translocase ABCB1 (Homo sapiens), P08183. CCRF-Adr cells, JC-1 efflux. inhibition, % at 6.6 µM. 0.067% of 190,000 active; in the data active means inhibition above about 40%;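 further: 0% = vehicle and 100% = reference inhibitor; higher value means more JC-1 retained so stronger ABCB1 efflux block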
ABCG2 block = ABCG2 efflux pump inhibitors, primary screen, multiplex with ABCB1, IgMXP3 cells, flow cytometry; JC-1 efflux; inhibition, % at 6.6 µM; 0.1% of 190,000 active;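 active means inhibition above 80%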;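 further: 0% = DMSO and 100% = nicardipine control wells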
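material = IgMXP3 (ABCG2) plus far-red-tagged CCRF-Adr (ABCB1) cells | amount = 3 million cells/mL, equal mix of both lines | also added = JC-1 transporter substrate | dosing = one concentration, 6.6 µM final | schedule = 10 min at 25 °C | measured by = flow cytometric JC-1 green MFI at 530 nm | read-out basis = percent efflux inhibition, scaled nicardipine 100% to DMSO 0%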
Mcl-1 Bim block = inhibitors of Bim peptide binding to Mcl-1, primary screen, biochemical, bead-based flow cytometry, multiplex; inhibition, % at 10 µM; 0.1% of 190,000 active; Bim peptide-Mcl-1 binding;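 further: 0% = no compound tracer wells and 100% = peptide blocker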
Bcl-XL Bim block = inhibitors of Bim-Bcl-XL binding, primary screen, biochemical, multiplexed, bead flow cytometry, human Bcl-XL. Bcl-2-like protein 1 (Homo sapiens), Q07817. Bim peptide-Bcl-XL binding, fluorescence. inhibition, % at 10 µM. 0.04% of 190,000 active
Target sequence (Q07817 whole entry, looked up): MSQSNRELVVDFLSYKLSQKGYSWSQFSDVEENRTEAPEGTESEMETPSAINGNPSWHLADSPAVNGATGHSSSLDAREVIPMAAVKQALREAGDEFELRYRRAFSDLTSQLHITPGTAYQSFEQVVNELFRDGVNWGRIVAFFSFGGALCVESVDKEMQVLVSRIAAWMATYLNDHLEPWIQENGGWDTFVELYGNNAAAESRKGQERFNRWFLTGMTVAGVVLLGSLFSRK
RGS8-Gao reg = RGS8-Galphao binding modulators, primary screen, biochemical, multiplexed bead flow cytometry | Guanine nucleotide-binding protein G(o) subunit alpha (Homo sapiens), P09471 | actives lie on both sides | response (percent of control binding), % at 10 µM | 0.34% of 220,000 active; in the data active means response below about 60% or above about 140%; inactive means in between;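 further: Galphao activated as the GDP aluminium fluoride complex binding bead-coupled RGS8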
Target sequence (P09471 whole entry, looked up): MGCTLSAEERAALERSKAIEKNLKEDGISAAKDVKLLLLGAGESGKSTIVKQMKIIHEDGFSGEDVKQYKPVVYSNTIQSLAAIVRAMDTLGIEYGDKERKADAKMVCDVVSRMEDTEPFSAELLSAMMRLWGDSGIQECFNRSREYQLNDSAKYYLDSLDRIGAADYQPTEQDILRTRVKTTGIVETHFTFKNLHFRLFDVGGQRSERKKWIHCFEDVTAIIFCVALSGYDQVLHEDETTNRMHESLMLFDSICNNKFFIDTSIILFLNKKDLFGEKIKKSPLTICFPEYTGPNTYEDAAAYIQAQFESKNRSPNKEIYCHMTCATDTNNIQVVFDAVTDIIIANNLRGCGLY
Bim-Bfl-1 = inhibitors of Bim binding to Bfl-1, primary screen, biochemical, multiplexed, bead-based flow cytometry; inhibition, % at 10 µM; Bim-Bfl-1 binding inhibition; 0.12% of 190,000 active; Bcl-2-related protein A1 (Homo sapiens), Q16548;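 further: 0% = wells without compound plus tracer and 100% = blocker peptide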
RGS4-Gao reg = modulators of RGS4 binding to Galphao, primary screen, biochemical, multiplexed bead flow cytometry; Guanine nucleotide-binding protein G(o) subunit alpha (Homo sapiens), P09471; actives lie on both sides; binding response (% of control), % at 10 µM; 0.33% of 220,000 active; in the data active means binding response below about 49% or above about 150%; inactive means in between;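 further: fluorescent Galphao activated with aluminum fluoride binding bead-coupled RGS4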
RGS7-Gao reg = RGS7-Galphao binding modulators, primary screen, biochemical, multiplexed bead flow cytometry; binding response (% of control), % at 10 µM; actives lie on both sides; 0.35% of 220,000 active; Guanine nucleotide-binding protein G(o) subunit alpha (Homo sapiens), P09471; in the data active means binding response below about 49% or above about 150%; inconclusive means no clear call, values can overlap the other calls; inactive means in between;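 further: fluorescent Galphao held in activated GDP-AlF4 state binding bead-coupled RGS7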
Bcl-2 Bim block = inhibitors of Bim-Bcl-2 binding, primary screen, biochemical, multiplexed, human Bcl-2 family; Apoptosis regulator Bcl-2 (Homo sapiens), P10415; Bead-based flow cytometry, Bim peptide-Bcl-2 binding; inhibition, % at 10 µM; 0.06% of 190,000 active; AID 950, 2007; in the data active means inhibition above about 40%; inconclusive means no clear call, values can overlap the other calls;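 further: 0% = no compound wells with probe peptide and 100% = reference peptide inhibitor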
* = called active by the depositor; ? = inconclusive; nt = not tested or not shown. Unless noted, no stated cut-off is given here; in the data, active means inhibition above about 40%.

SMILES	Bim-Bcl-B	Bim-Bcl-W	ABCB1 block	ABCG2 block	Mcl-1 Bim block	Bcl-XL Bim block	RGS8-Gao reg	Bim-Bfl-1	RGS4-Gao reg	RGS7-Gao reg	Bcl-2 Bim block
COc1ccc(/C=N/N=C2/C(=O)Nc3ccccc32)cc1O	0.0	2.0	1.4	37.4	1.0	5.0	100.1	-2.0	100.4	?	-3.0
C=CCN(C#N)c1nc(OC)nc(N2CCCC2)n1	-4.0	0.0	0.3	0.9	4.0	-5.0	101.8	-10.0	96.6	99.2	-1.0
CCC(=O)N1CCN(c2ccccc2NC(=O)Cc2ccccc2)CC1	-4.0	0.0	0.1	-0.5	0.0	-4.0	98.5	-10.0	100.1	97.5	-4.0
CN1CCN(c2cc(=O)n(Cc3ccc(F)cc3)c(=O)[nH]2)CC1	-2.0	0.0	0.1	-0.7	0.0	-5.0	98.9	-11.0	101.1	102.6	-5.0
Nc1cc(-c2ccco2)no1	-2.0	-1.0	0.5	2.4	0.0	0.0	100.3	-1.0	98.8	97.3	-2.0
O=C(NCc1cccnc1)C1CC(=O)N(C2CCCCC2)C1 (stereo unspecified)	-2.0	-4.0	0.1	1.0	0.0	-2.0	101.7	-3.0	103.4	102.5	0.0
CC(C)CNC(=O)CC(=O)N/N=C/c1cccs1	-2.0	-1.0	0.5	-4.1	-1.0	-4.0	93.8	-1.0	88.0	83.7	-1.0
C=CCn1c(CCCNC(=O)CCC)nc2ccccc21	-6.0	-3.0	-0.1	-0.3	-2.0	-6.0	99.8	0.0	98.1	100.5	3.0
CN1/C(=C/C(=O)c2ccc(Cl)cc2)Sc2cc3c(cc21)OCO3	-10.0	-2.0	0.1	6.3	0.0	-6.0	91.8	-8.0	84.4	77.9	-1.0
COc1ccc(CC(=O)Nc2c3c(nn2C(C)(C)C)CS(=O)C3)cc1 (stereo unspecified)	-1.0	-1.0	0.3	-0.4	1.0	-2.0	99.7	-7.0	97.6	98.1	-7.0
COc1ccc(CCNC(=O)CSc2nnnn2-c2ccccc2)cc1	0.0	-2.0	1.0	5.0	1.0	-2.0	92.8	1.0	96.8	91.0	1.0
O=C(NCc1ccccc1)c1ccccc1Br	-4.0	-2.0	0.8	1.5	-3.0	-2.0	101.0	-4.0	103.5	?	-2.0
Nc1nc(-c2ccccn2)nc(N)c1Cc1ccc(Cl)cc1Cl	-3.0	-1.0	0.2	0.8	-3.0	2.0	100.1	-3.0	96.6	97.4	0.0
CN(c1ccccc1C(=O)N1CCCC1)S(C)(=O)=O	-7.0	0.0	0.2	-1.2	-5.0	-6.0	104.2	-12.0	100.3	97.2	-8.0
COc1cccc(C(=O)NNC(=O)Cc2cccs2)c1	-4.0	0.0	-0.1	1.5	-4.0	0.0	100.3	-5.0	100.0	94.2	-1.0
Cc1occc1-c1nnc(SCC(=O)N2CCc3ccccc32)o1	-7.0	4.0	-0.1	0.0	1.0	-3.0	101.6	-11.0	104.2	101.8	-7.0
CCCOc1cccc(-c2cc(-c3n[nH]c(=S)n3CC)c3ccccc3n2)c1	-1.0	-2.0	0.1	0.3	-6.0	-4.0	97.7	-2.0	96.7	96.8	-8.0
Cn1c(=O)[nH]c(=O)c2c1nc(Br)n2CCSc1nc2ccccc2o1	-5.0	-2.0	0.6	1.4	0.0	-4.0	98.9	-2.0	100.7	101.5	-4.0
O=C1CN(C(=O)COc2ncnc3ccccc23)c2ccccc2N1	-7.0	0.0	0.9	5.0	-5.0	-15.0	111.4	-18.0	107.7	108.2	-10.0
Clc1ccc(COn2c(-c3ccc(Cl)cc3Cl)nc3ncccc32)cc1	-6.0	-2.0	1.7	23.8	-3.0	-6.0	101.1	-16.0	102.8	99.4	-6.0
CC(C)NCC(O)COC1CCC(C(C)(C)C)CC1 (stereo unspecified)	-6.0	1.0	0.2	-1.2	-3.0	0.0	99.6	0.0	97.7	125.7	2.0
CCOC(=O)Cc1csc(NC(=O)c2cc(=O)c3ccccc3o2)n1	1.0	-1.0	-0.8	1.9	-2.0	0.0	99.6	0.0	102.9	98.3	1.0
COc1ccc(NC(=O)c2cccc(S(=O)(=O)Nc3ccc(Br)cc3)c2)cn1	1.0	0.0	-0.3	42.4	-1.0	-2.0	99.7	0.0	103.7	100.1	0.0
c1ccc(-c2cc3c(N4CCCC4)ncnc3s2)cc1	-4.0	0.0	0.6	6.3	-2.0	1.0	99.8	-4.0	98.3	?	-2.0
CC(C)C[C@H](NC(=O)c1nc[nH]c1C(=O)N(C)Cc1ccccc1)C(=O)OCc1ccccc1	-3.0	-1.0	2.3	1.9	0.0	-1.0	111.9	-4.0	120.9	122.6	-2.0

Part of the list above in order of number of heavy atoms, high to low.
SMILES	Bim-Bcl-B	Bim-Bcl-W	ABCB1 block	ABCG2 block	Mcl-1 Bim block	Bcl-XL Bim block	RGS8-Gao reg	Bim-Bfl-1	RGS4-Gao reg	RGS7-Gao reg	Bcl-2 Bim block
Cn1c(=O)[nH]c(=O)c2c1nc(Br)n2CCSc1nc2ccccc2o1	-5.0	-2.0	0.6	1.4	0.0	-4.0	98.9	-2.0	100.7	101.5	-4.0
O=C(NCc1cccnc1)C1CC(=O)N(C2CCCCC2)C1 (stereo unspecified)	-2.0	-4.0	0.1	1.0	0.0	-2.0	101.7	-3.0	103.4	102.5	0.0
C=CCn1c(CCCNC(=O)CCC)nc2ccccc21	-6.0	-3.0	-0.1	-0.3	-2.0	-6.0	99.8	0.0	98.1	100.5	3.0
O=C(NCc1ccccc1)c1ccccc1Br	-4.0	-2.0	0.8	1.5	-3.0	-2.0	101.0	-4.0	103.5	?	-2.0
Nc1cc(-c2ccco2)no1	-2.0	-1.0	0.5	2.4	0.0	0.0	100.3	-1.0	98.8	97.3	-2.0

New compounds follow.
SMILES	Bim-Bcl-B	Bim-Bcl-W	ABCB1 block	ABCG2 block	Mcl-1 Bim block	Bcl-XL Bim block	RGS8-Gao reg	Bim-Bfl-1	RGS4-Gao reg	RGS7-Gao reg	Bcl-2 Bim block
Cc1cc2ccccc2c(=O)n1CC(=O)NCC(=O)N1CCN(c2ccccc2)CC1	0.0	-1.0	-0.1	-0.1	-2.0	3.0	97.2	2.0	98.0	96.7	-2.0
COCCNc1nc2nonc2nc1N1CCC(N(C)C)C1 (stereo unspecified)	-4.0	-3.0	-0.2	-0.8	0.0	-2.0	102.3	-4.0	97.0	97.3	2.0
CCOC(=O)c1ccccc1-c1csc(N)n1	-3.0	0.0	3.2	22.2	1.0	-2.0	100.7	-5.0	102.2	?	-1.0
CCC(C)(C(=O)NC1CCCC1)N(C(=O)c1ccccn1)c1ccc(C)cc1 (stereo unspecified)	-3.0	-2.0	0.5	0.0	-4.0	-2.0	102.7	-4.0	98.8	96.5	-2.0
Cc1noc(NS(=O)(=O)c2ccc(N/C=C/C(=O)c3ccncc3)cc2)c1C	-5.0	1.0	-0.1	1.3	3.0	-6.0	108.8	-10.0	116.6	112.2	-5.0
Cc1ccc(N2CCN(C(=O)c3ccccc3NC(=O)C3CC=CCC3C(=O)O)CC2)cc1 (stereo unspecified)	-4.0	0.0	1.7	4.9	-2.0	0.0	100.8	-10.0	101.5	103.0	-7.0
Cc1cc(Cl)ccc1OCc1cn2cccnc2n1	3.0	0.0	0.8	6.1	0.0	-2.0	100.0	-4.0	98.2	99.1	-4.0
CC(C)CN(CC(C)C)S(=O)(=O)N1CCC(C(=O)N2CCc3ccccc3C2)CC1	-7.0	-5.0	10.2	9.1	-7.0	-15.0	101.5	-5.0	100.8	96.7	-6.0
CC(C)N(Cc1nc(-c2ccccc2)no1)C(=O)CN(C)S(=O)(=O)c1ccccc1	-9.0	0.0	1.0	2.6	-4.0	3.0	101.3	-15.0	101.3	98.0	-11.0
CC(=O)C1=C(C)NC(C)=C(C(C)=O)C1c1ccccc1	-1.0	0.0	1.3	4.3	1.0	0.0	103.4	-5.0	100.1	110.5	0.0
Cc1ccnc(SCC(=O)N2CCC(C(N)=O)CC2)n1	-4.0	-3.0	0.6	5.1	-6.0	-4.0	103.1	-7.0	100.1	104.0	-8.0
CCCNS(=O)(=O)c1ccc(CCC(=O)Nc2cc(Cl)ccc2Oc2ccccc2)cc1	-3.0	-1.0	1.5	5.0	-1.0	-2.0	nt	-2.0	nt	nt	-4.0
O=C(COC(=O)c1ccccc1C(=O)c1ccccc1)Nc1ccc(SC(F)F)cc1	-3.0	0.0	1.5	8.8	0.0	-4.0	95.6	0.0	95.8	95.2	0.0
CSc1nsc2nc(=O)c(/C=C3\C(C)=Nc4ccccc43)c(N)n12	0.0	3.0	-0.5	-0.2	2.0	-2.0	101.5	-4.0	101.3	?	3.0
C/C(=N\Nc1cc(C(F)(F)F)ccc1Cl)c1ccccc1O	0.0	-1.0	-1.8	2.3	0.0	-2.0	102.2	-2.0	101.7	100.3	0.0
CN(CCO)c1cc(Sc2nc3ccccc3s2)c2nonc2c1[N+](=O)[O-]	5.0	9.0	0.7	3.7	3.0	1.0	82.8	50.0*	96.6	89.5	6.0
O=C(NCC(=O)N(Cc1cccs1)C(C(=O)NC1CCCC1)c1cccnc1)c1ccco1 (stereo unspecified)	-4.0	-2.0	0.6	4.2	-1.0	-3.0	115.8	1.0	105.2	105.3	0.0
CCC(=O)Nc1nnc(CSCc2ccc(F)cc2)s1	-1.0	7.0	0.7	3.9	4.0	1.0	99.9	-8.0	95.5	100.5	-1.0
O=C(O)c1ccc(N2Cc3ccccc3C2)cc1O	-2.0	-2.0	-0.8	-1.4	-2.0	-3.0	99.7	2.0	98.5	98.2	3.0
O=C(O)c1ccc2nc(-c3ccco3)c(-c3ccco3)nc2c1	1.0	6.0	0.2	-0.9	5.0	0.0	94.4	12.0	95.1	80.6	3.0
S=C(NCCc1ccccc1)N1CCN(Cc2ccccc2)CC1	-4.0	-4.0	-0.3	-4.0	-4.0	-6.0	103.1	-8.0	104.1	101.5	-2.0
Cc1ccccc1NC(=S)N(Cc1cccs1)C1CCCC1	-4.0	-1.0	-0.3	-0.3	-1.0	-2.0	101.2	-6.0	96.6	?	-2.0
Cc1ccc(NC(=O)c2cc(-c3cccs3)on2)cc1C	-4.0	-2.0	0.1	7.4	-1.0	-1.0	95.5	-3.0	94.3	91.9	0.0
O=C(NCc1ccc2c(c1)OCO2)c1cccnc1Cl	-5.0	-1.0	0.2	4.9	-2.0	-1.0	100.2	-3.0	100.7	?	-3.0
O=C(Nc1ccccc1)c1n[nH]c(Cn2cncn2)n1	-4.0	-4.0	-0.2	0.0	-2.0	-3.0	99.4	-1.0	104.3	99.5	-3.0
Cc1sc2nc(CN3CCOCC3)[nH]c(=S)c2c1C	-43.0	0.0	0.0	0.5	-4.0	-9.0	106.2	8.0	104.9	108.2	-3.0

Compound activity deposited in PubChem BioAssay by NMMLSC.
